Source: PubChem
BL2 CD40 inh: CD40 pathway inhibition in BL2 cells; BL2 NF-kB luciferase reporter, CD40L-induced, 4 h; inhibition, % at 10 µM; 0.94% of 83,000 active; AID 1053188;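 active = mean inhibition of at least 50% with a set share of replicates also reaching that level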;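 note: 0% = neutral control wells and 100% = IKK inhibitor VII at 50 µM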
* marks the source's active call; other numbers are inactive results; [ ] = dose if it differs, or a comment. A portion of the library (hit frequency here may not be typical).

mol,BL2 CD40 inh
CC(=O)NC(CCS(C)(=O)=O)C(=O)Nc1c(F)cccc1F (configuration not stated),5.5
COCN(C#N)c1nc(N(C)C)nc(N(C)C)n1,5.1
Cc1noc(C)c1NC(=O)Nc1ccc2c(c1)C(=O)N([C@@H](C)CO)C[C@H](C)[C@H](CN(C)Cc1ccc3c(c1)OCO3)OCCCC[C@H](C)O2,-7.1[25 µM]
COc1ccc(S(=O)(=O)Nc2ccc3c(c2)C(=O)N([C@H](C)CO)C[C@H](C)[C@@H](CN(C)S(=O)(=O)c2ccc(Cl)cc2)OCCCC[C@@H](C)O3)cc1,-7.9[25 µM]
CCCc1c(C)c2ccccc2[nH]c1=O,2.9
COc1ccc(C(=O)Nn2c(C)ccc2C)cc1OC,0.0
O=C(Cc1cccs1)Nc1cccc(-c2nnc(-c3ccco3)o2)c1,-16.9
CCn1c(Cc2ccccc2)nnc1SCC(=O)c1cccc([N+](=O)[O-])c1,16.7
O=C(c1ccco1)N1CCC(c2nc(-c3ccc(F)cc3)no2)CC1,4.9
COc1ccc2nc(NC(=O)CN3C(=O)NC4(CCCCC4)C3=O)sc2c1,-1.6
COc1cc(N)c(Cl)cc1C(=O)OC(C)C(=O)Nc1cccc(S(=O)(=O)N2CCOCC2)c1 (configuration not stated),-1.0
O=C1CNC[C@@H]2[C@@H](c3ccc(C#CC4CCCCC4)cc3)[C@H](CO)N12,-17.6[25 µM]

Later entries:
mol,BL2 CD40 inh
Cn1nc(C(=O)N2CCN(S(=O)(=O)c3ccc(Cl)cc3)CC2)c2ccccc2c1=O,-0.7
Cc1[nH]c2ccccc2c1/C=N/NC(=O)CNC(=O)c1cccs1,-5.6
Cc1ccc(NC(=O)CNC(=O)c2cccs2)c(O)c1,-5.4
CC(C)(C)C(=O)N1CCC[C@H]1C(O)(c1ccccc1)c1ccccc1,16.4
CC1(C)c2cc(O)ccc2OC1N1CCOCC1 (configuration not stated),-2.8
COc1ccc2cc3cc(C(=O)NCc4ccc5c(c4)OCO5)oc3nc2c1,-6.1
O=C(c1ccco1)N1CCN(C(=O)c2cn(-c3ccccc3)nc2-c2ccccc2)CC1,-30.3
C[C@@H]1CN([C@@H](C)CO)C(=O)CCCn2nncc2CO[C@H]1CN(C)C(=O)Nc1ccccc1C(F)(F)F,0.9[25 µM]
O=C(/C=C/c1ccccc1)/C=C/c1ccccc1,-38.1
CCC(=O)N1CC[C@@H]2[C@@H](CO)N(C)c3ccc(-c4cccc(OC)c4)cc3[C@@H]21,-10.0[25 µM]
CC(C)C(=O)Nc1ccc2c(c1)C(=O)N(C)[C@H]1CC[C@H](CC(=O)NCCc3ccccc3)O[C@H]1CO2,-18.7[25 µM]
CCn1c(=N)c(C(=O)NC)cc2c(=O)n3cccc(C)c3nc21,-2.1

Further records follow:
mol,BL2 CD40 inh
CCOC(=O)Cn1c(C(F)(F)F)nc2nc(Cl)c(Cl)nc21,16.5
CC=Cc1ccc2n(c1=O)C[C@H]1[C@H](CO)[C@@H](C(=O)NCCC)N(C(=O)CC3CC3)[C@@H]21 (mixture of isomers),-7.2[25 µM]
CC(O)(C(=O)c1ccccc1)c1ccccc1 (configuration not stated),-3.0
O=S(=O)(c1ccc(SCc2ccc(Br)cc2)nc1)N1CCCCC1,-0.9
CC1CN(S(=O)(=O)c2cccc(C(=O)N(Cc3nnc(-c4ccccc4Cl)o3)C3CC3)c2)CC(C)O1 (configuration not stated),-8.5
COc1ccc(C2CC(c3c(O)cc(C)oc3=O)=NCCS2)c(OC)c1 (configuration not stated),-21.8
CN1C(=O)N(CC(=O)Nc2ccc(C(F)(F)F)cc2)C(=O)C12CCCCC2,-0.7
CN(C(=O)COC(=O)C1CCN(S(=O)(=O)c2ccc(Cl)cc2)CC1)C1CCS(=O)(=O)C1 (configuration not stated),11.2
CN1CC(=O)N(CC(=O)N2CCC(Cc3ccccc3)CC2)C1=O,2.1
COc1ccc(Nc2ccc(Cl)nn2)cc1,-31.0
CN=C1SC(CC(=O)Nc2ccccc2F)C(=O)N1C (configuration not stated),1.3
CO[C@H]1CN(C)C(=O)c2ccc(NS(C)(=O)=O)cc2OC[C@@H](C)N(CC2CC2)C[C@H]1C,-2.2[25 µM]

Other results follow:
mol,BL2 CD40 inh
COc1ccc(NC(=O)Cn2c(=O)sc3ccccc32)cc1,0.1
O=C(Nc1cccc(Cl)c1)N[C@@H]1CC[C@@H](CCNC(=O)C2CCCC2)O[C@@H]1CO,-8.7
CCN(C(=O)COC(=O)c1ccc(OC)c(S(=O)(=O)N2CCCc3ccccc32)c1)C1CCS(=O)(=O)C1 (configuration not stated),3.8
COc1cc2c(cc1OC)C(COc1ccc(F)cc1)N(C(=O)c1ccco1)CC2 (configuration not stated),-15.3
O=C(COC(=O)c1ccc(N2CCCC2=O)cc1)c1ccccc1,-83.0
COc1cccc(NC(=O)Nc2ccc3c(c2)N(C)C(=O)CS3)c1,0.0
CCn1nc(C(=O)NCc2nnc3ccccn23)c2ccccc2c1=O,-10.9
CC(=O)c1c(C)n(C)c2ccc(O)cc12,8.4
CS(=O)(=O)N1CC(=O)N2[C@@H](CO)[C@@H](c3ccc(C#CCC4CCCC4)cc3)[C@@H]2C1,5.6[25 µM]
CN(C)CCN(C(=O)C1CCN(S(=O)(=O)c2cccs2)CC1)c1nc2ccccc2s1,-4.9
O=C(NCCN1CCOCC1)c1ccc(S(=O)(=O)Nc2ccccc2)cc1,3.2
CC(C)n1nccc1N(Cc1ccc(C#N)cc1)S(=O)(=O)c1ccccc1,21.6

Two of the compounds above, with values ahead of the structure.
BL2 CD40 inh	mol
-10.9	CCn1nc(C(=O)NCc2nnc3ccccn23)c2ccccc2c1=O
8.4	CC(=O)c1c(C)n(C)c2ccc(O)cc12

The list continues.
mol,BL2 CD40 inh
C[C@H](NC(=O)c1ccco1)C(=O)Nc1ccc2c(c1)OCO2,-1.0
O=C1CN(C(=O)COC(=O)CNS(=O)(=O)/C=C/c2ccccc2)c2ccccc2N1,7.7
CCOC(=O)C1(CCCc2ccccc2)CCN(C(=O)c2ocnc2C)CC1,4.5
CCc1ccc2c(c1)C(C)=CC(C)(C)N2,12.4
O=C(Nc1nnc(-c2ccco2)s1)c1ccccc1,36.5
CC(C)(CNC(=O)C1c2ccccc2-c2ccccc21)N1CCOCC1,23.1
Cc1sc(-c2ccncc2)nc1OC(=O)c1ccccc1,3.8
Nc1c2c(nn1-c1ccccc1)CCC2,-1.2
N#C[C@H]1[C@H](c2ccc(-c3ccccc3F)cc2)[C@@H](CO)N1C(=O)C1CCC1,-6.7[25 µM]
C/C(=N\NC(=O)c1ccccc1OCc1ccc(F)cc1)c1ccccn1,-25.6
Cc1ccc(S(=O)(=O)N(C)C[C@H]2OCCCC[C@@H](C)Oc3ccc(NS(=O)(=O)c4c(C)noc4C)cc3C(=O)N([C@@H](C)CO)C[C@H]2C)cc1,6.4
CC1CCCN(S(=O)(=O)c2cccc(C(=O)NCC3CCCO3)c2)C1 (configuration not stated),10.4

Next results.
mol,BL2 CD40 inh
Cc1ccc2oc(C(=O)N3CCC(O)(c4ccccc4)CC3)c(C)c2c1,-15.0
CN(Cc1cnn(C)c1)C(=O)CC1C(=O)NCCN1Cc1cccc(Oc2ccccc2)c1 (configuration not stated),6.1
Cn1cnnc1SC1c2cccc3cccc(c23)C1NS(=O)(=O)c1ccccc1 (configuration not stated),6.4
CCn1nnc2cc(C(=O)Nc3cc(Cl)ccc3C)ccc21,2.3
Cc1ccc(NC(=O)CSCC(=O)OCc2cc(=O)oc3cc(O)ccc23)c(C)c1,15.2
COc1ccc(CC(=O)Nc2ccccc2N2CCCC2)cc1OC,-2.3
C=CCn1c(Cc2csc(N)n2)nnc1SCC(=O)Nc1ccc(C(=O)OCC)cc1,-9.1
CCCn1nnc(NC(=S)NC(=O)c2ccccc2OC)n1,-24.9
C#CC(C)OCC1CNC(=S)O1 (configuration not stated),7.8
CCOc1ccc(C(C)=O)cc1CC(C(N)=O)C(N)=O,28.6
COc1cccc(/C=N/NC(=O)c2cc(-c3ccccn3)nc3ccccc23)c1O,-3.0
CCc1c(C)sc(NC(=O)C2CC2c2ccccc2)c1C(N)=O (configuration not stated),-20.5

Next section
mol,BL2 CD40 inh
CC(=O)N1[C@H](CO)[C@H](c2ccccc2)[C@H]1CN(CC(C)C)C(=O)c1ccccn1,-7.5[25 µM]
N#C[C@H]1[C@H](c2ccccc2)[C@@H](CO)N1C(=O)c1ccc2c(c1)OCO2,-3.0[25 µM]
COc1cc(NC(=S)NC(=O)c2cccs2)ccc1NC(=O)C(C)C,-45.4
COc1cc(-n2c(=O)c3ccccc3n(Cc3ccccc3)c2=O)cc(OC)c1OC,6.3
CCCCn1c(SCC(=O)N(C)C)nnc1-c1ccncc1,6.0
O=S(=O)(N/N=C1\CCCc2ccccc21)c1ccccc1,10.1
C[C@H](CO)N1C[C@H](C)[C@H](CN(C)Cc2cccc3c2OCCCO3)OCc2ccccc2-c2c(n(C)c3ccccc23)C1=O,-29.2[25 µM]
O=C(O)/C=C/S(=O)(=O)c1ccc2ccccc2c1,11.4
COc1cccc2cc(C(=O)Nc3ccc(F)cc3)c(=Nc3ccc(C(=O)O)cc3)oc12,-31.1
O=C(C1CCCC1)N1C[C@H]2[C@@H](c3ccccc31)[C@@H](CO)N2C(=O)c1ccccc1,3.6
Cc1ccc(S(=O)(=O)NC2=NCN(CCOC(=O)c3ccccc3)CN2)cc1,17.6
NC(=O)[C@@H]1[C@@H]2C(=O)N(c3ccc(F)cc3)C(=O)[C@@H]2[C@H]2C=Cc3ccccc3N21,-18.8

(cont.)
mol,BL2 CD40 inh
C/C=C/c1ccc([C@@H]2[C@@H](CO)N(c3nc(-c4ccccc4)cs3)[C@H]2C#N)cc1,-13.4[25 µM]
C[C@@H]1CCCCO[C@@H](CN(C)S(C)(=O)=O)[C@H](C)CN([C@H](C)CO)C(=O)c2cc(NC(=O)NC3CCCCC3)ccc2O1,2.9[25 µM]
COc1cccc(CN2CCNC(=O)C2CC(=O)NCCCN2CCCC2=O)c1 (configuration not stated),9.9
COc1cc(CC(=O)OCC(=O)NCc2cccs2)cc(OC)c1OC,-21.1
O=C(NN=Cc1c(F)cccc1F)c1ccccc1NS(=O)(=O)c1cccs1,16.5
Cc1noc(C)c1COC(=O)c1ccc2c(c1)OCCO2,-2.7
CN1CCN(C(=O)C[C@@H]2C[C@@H]3c4cc(NC(=O)NC5CCCCC5)ccc4O[C@@H]3[C@H](CO)O2)CC1,-4.3
CNc1ccc(Br)cc(C(=O)/C=C/c2ccc(Cl)cc2Cl)c1=O,-24.5
COc1ccc(/C=C/C(=O)Nc2ccccc2C(N)=O)cc1S(=O)(=O)N1CCOCC1,3.2
COCC(O)Cn1ccnc1[N+](=O)[O-] (configuration not stated),9.3
COc1ccc(C(C)=O)cc1COc1cccc2c1OC(C)(C)C2,12.1
CCc1cc(C(=O)OC)c(NC(=O)CC2NCCNC2=O)s1 (configuration not stated),5.4

(continued)
mol,BL2 CD40 inh
CCOc1ccc(-n2c(SC)nc3c(c2=O)SCC3)cc1,5.0
O=C1CC(C(=O)N2CCCc3ccccc32)CN1c1ccc(F)cc1 (configuration not stated),21.4
CCOC(=O)c1sc(NC(=O)CSc2ncccn2)c(C#N)c1C,10.2
CC(=O)N(C)C[C@@H]1Oc2ccc(NS(C)(=O)=O)cc2CC(=O)N(C)C[C@H]1C,0.0
COc1ccccc1S(=O)(=O)N1CCNC(=O)C1,4.8
CC1(C(=O)NS(=O)(=O)c2cccc(Cl)c2)CCN1C(=O)c1ccccc1CCc1ccccc1 (configuration not stated),-2.4
COc1ccc(NC(=O)N(C)C[C@@H]2OCc3cnnn3CCCC(=O)N([C@H](C)CO)C[C@@H]2C)c(OC)c1,-5.3[25 µM]
COc1cccc(NC(=S)NC2CC3CCCC(C2)N3C2CCCC2)c1 (configuration not stated),-0.1
CS(=O)(=O)N(CC(=O)N1CCCCCC1)c1ccc2c(c1)OCCO2,7.2
CC(C)(C)c1nnc(NS(C)(=O)=O)s1,17.3
CCN1CCN(c2ccc(S(=O)(=O)N3CCOCC3)cc2NC(=O)c2cc(Cl)nc3ccccc23)CC1,22.4
CN1[C@@H]2Cn3c(ccc(C4=CCCCC4)c3=O)[C@H]1[C@@H](C(=O)NCCc1ccccc1)[C@@H]2CO,-2.9[25 µM]

Grouped by structure, those above with a COOH group.
mol,BL2 CD40 inh
O=C(O)/C=C/S(=O)(=O)c1ccc2ccccc2c1,11.4
COc1cccc2cc(C(=O)Nc3ccc(F)cc3)c(=Nc3ccc(C(=O)O)cc3)oc12,-31.1

(more compounds)
mol,BL2 CD40 inh
CCCC(C)c1nnc(NC(=O)CN2C(=O)c3ccccc3C2=O)s1 (configuration not stated),13.0
COc1cccc(C#Cc2ccc([C@@H]3[C@@H](CO)N(C(=O)C4CCCCC4)[C@H]3C#N)cc2)c1,25.1[25 µM]
NC(=O)c1c(NC(=O)c2cccnc2)sc2c1CCCCC2,-42.7
Cc1ccc(S(=O)(=O)CC(O)COc2ccc(F)cc2Cl)cc1 (configuration not stated),5.3
O=C(O)c1cccc(S(=O)(=O)Nc2ccc(Cc3ccncc3)cc2)c1,14.7
CN1CCCCN2[C@H](C1)[C@@H](c1ccc(-c3ccc(F)cc3)cc1)[C@@H]2CO,4.9[25 µM]
CN(C)C(=O)c1ccc(-c2ccc([C@H]3[C@@H](C#N)N(C(=O)C4CCCC4)[C@H]3CO)cc2)cc1,11.0
CCC(=O)N1[C@H](CO)[C@H](c2ccc(C3=CCCC3)cc2)[C@H]1CNC1CCCC1,24.8
c1ccc(CCc2nc(-c3cccnc3)no2)cc1,-56.1
CC(C)NC(=O)N1CCCCN2[C@H](C1)[C@@H](c1ccc(Br)cc1)[C@@H]2CO,-5.4[25 µM]
Fc1cccc(Cc2noc(CN3CCOCC3)n2)c1,23.1
C[C@H]1CN([C@@H](C)CO)C(=O)CCCn2nncc2CO[C@H]1CN(C)C(=O)c1ccc(N2CCN(C)CC2)cc1,-1.2[25 µM]
